# Screens: PubChem BioAssay, National Center for Advancing Translational Sciences (NCATS)
# SW480 rerep: inducers of DNA re-replication in SW480 colon cancer cells; SW480 DNA re-replication, Hoechst DNA content imaging, 48 h; Potency, µM (doses to about 46.1 µM), for inactives: at the highest dose re-replication activation, usual class: activators; 340,000 tested, 1.8% active; AID 624297; note: potency is the fitted concentration of half-maximal effect; % of control where 0% means no effect; nearly all actives have a fitted effect of over 55% in size
#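 Image-based DNA-content assay: after two days of treatment, nuclei were labelled with the DNA dye Hoechst and imaged, and hits were compounds raising the count of nuclei showing high fluorescence intensity.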
# ATXN2 expr inh: reduces ATXN2 reporter expression in HEK-293 cells; HEK-293 ATXN2-luciferase reporter, luminescence, 24 h; Potency, µM (doses to about 57 µM), for the others: at the top dose activity change, negative = inhibition, most hits filed as inhibitors; 360,000 tested, 0.72% active; note: potency is the fitted concentration of half-maximal effect; % is set by controls: 0 for no effect and ±100 for the full control effect; nearly all actives have a fitted effect of over 55% in size
#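 ATXN2-luciferase reporter cells (luciferase flanked by upstream and downstream ATXN2 gene portions) were treated 24 h at 37 °C with compounds at up to 57 uM. SteadyGlo luminescence gave expression; GF-AFC fluorescence gave viability.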
# IL1B secr inh: blocks inflammasome-driven IL-1 beta release; THP-1 LPS/ATP IL-1B secretion, AlphaLISA, 16 h; hits give low values; activity change, % at 57.5 µM; 360,000 tested, 4.7% active; in the data active = activity change below about -50%; inconclusive = mostly about -30% to -49%; note: % is set by controls: 0 for no effect and ±100 for the full control effect
#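 Secreted IL-1B measured by AlphaLISA bead assay after 16 h compound exposure of THP-1 cells; compounds (final up to 57.5 uM) added 1 h before LPS (250 ng/mL) and ATP (1.25 mM) stimulation; lower signal means less secretion.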
# HT1080NT lethal: kills 2HG-producing HT-1080-NT fibrosarcoma cells. HT-1080-NT fibrosarcoma viability, CellTiter-Glo ATP luminescence, 48 h. Potency, µM (doses to about 46.1 µM), inactives show at the top dose activity, negative = less viability, actives largely listed as cytotoxic. 360,000 tested, 1.6% active;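 note: NT is the 2HG producing partner of a matched IDH1 knockdown line; potency is the fitted concentration of half-maximal effect; 0% = DMSO-treated cells and -100% = media-only wells without cells; nearly all actives have a fitted effect of over 55% in size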
#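 750 cells/well, RPMI + 5% FBS; 2 h settle, compound pin-transfer, 48 h at 37 degrees C. CellTiter-Glo 10 min RT, luminescence. Normalized to DMSO and media-only wells.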
# S2 tox: viability counter-screen for ATXN expression inhibitors | AID 651635 | Potency, µM (doses to about 56.7 µM), hits mostly cytotoxic | 400,000 tested, 0.49% active | S2 cells (HEK-293 line with an ATXN2-luciferase reporter) viability, CellTiter-Fluor protease fluorescence, 24 h; note: potency is the fitted concentration of half-maximal effect; nearly all actives have a fitted effect of over 40% in size
# KB-V1 MDR tox: kills drug-selected multidrug resistant KB-V1 cells; KB-V1 MDR cells viability, CellTiter-Glo, 72 h; Potency, µM (highest dose often 46.1 µM), inactives show top-dose activity change, negative = cytotoxicity, actives largely listed as cytotoxic; 400,000 tested, 3.4% active; AID 1347076; note: potency is the fitted concentration of half-maximal effect; % is set by controls: 0 for no effect and ±100 for the full control effect; nearly all actives have a fitted effect of over 60% in size
#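 Compound-treated KB-V1 multidrug-resistant cells, 72 h, 37 degrees C; viability by CellTiter-Glo. Fitted qHTS curves give the values.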
# MCF10A rerep: inducers of DNA re-replication in MCF 10A breast cells | MCF 10A DNA re-replication, Hoechst nuclear intensity, 48 h | Potency, µM (titrated, usually from 46.1 µM), for the others: at the highest dose activity, positive = re-replication, actives largely listed as activators | 350,000 tested, 2.9% active; note: potency is the fitted concentration of half-maximal effect; % of control where 0% means no effect; nearly all actives have a fitted effect of over 50% in size
# KB-3-1 tox: kills parental KB-3-1 adenocarcinoma cells; AID 1347075; KB-3-1 viability, CellTiter-Glo ATP luminescence, 72 h; Potency, µM (doses to about 46.1 µM), inactives show at the top dose activity change, negative = cytotoxic, usual class: cytotoxic; 400,000 tested, 1.4% active; note: potency is the fitted concentration of half-maximal effect; % is set by controls: 0 for no effect and ±100 for the full control effect; nearly all actives have a fitted effect of over 60% in size
#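 Cytotoxicity measured as CellTiter-Glo luminescence after 72 h at 37 C. Compound titrations were pinned onto drug-naive KB-3-1 parental adenocarcinoma cells grown in DMEM with 10% FBS, and normalized data fitted to concentration-response curves.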
# HT1080 IDH1KD tx: toxicity to HT-1080 IDH1 knockdown cells (counter line) | HT-1080 IDH1 knockdown viability, ATP luminescence, 48 h | Potency, µM (series often up to 46.1 µM), for inactives: at the top dose activity, negative = toxicity, usual class: cytotoxic | 360,000 tested, 2% active | AID 686971;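 note: potency is the fitted concentration of half-maximal effect; 0% = DMSO wells and -100% = cell-free medium wells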
#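 In this qHTS, HT-1080 cells depleted of IDH1 are exposed for 48 h at 37 °C to compound titrations. Toxicity is scored from CellTiter-Glo luminescence, with DMSO as full viability and medium alone as none.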
# An asterisk follows results filed as active; i = inactive; ? = inconclusive; . = not tested or not shown; [ ] = another dose, or the depositor's remark. Unless noted, calls come from the whole dose curve; as a rule, active = well fitted curve in the direction sought with a large enough effect; inconclusive = small, poorly fitted or top-dose-only effect, or another doubt; inactive = no such curve, though single readings can be large; an effect the other way counts as inactive or inconclusive. Compounds as they come. About 11% of those tested had a hit in this group.
# Fields – SW480 rerep	ATXN2 expr inh	IL1B secr inh	HT1080NT lethal	S2 tox	KB-V1 MDR tox	MCF10A rerep	KB-3-1 tox	HT1080 IDH1KD tx
COc1ccc(C(=O)NCc2ccc3c(c2)cc(C)n3C)cc1OC
    -47%[inhibitor]	.	-6	8%	i	-14%	?	-9%	-3%
CCCCN1CC(=O)N2[C@H](c3ccc(OC)cc3)[C@@H]3C(=O)N(CC)C(=O)[C@@H]3[C@]2(Cc2ccccc2)C1=O
    -2%	3%	1	10%	i	8%	-27%	13%	14%
c1csc(CNc2nc(Oc3ccncc3)c3sccc3n2)c1
    .	18%	?	-21%	.	?	.	3%	?
COCCn1c(SCC(=O)Nc2ccc(C(C)=O)cc2)nc2c([nH]c3ccccc32)c1=O
    13%	16%	35	?	i	-12%	5%	?	?
CCOC(=O)C1(CCOc2ccccc2)CCN(Cc2ccc(OCCO)cc2)CC1
    ?	-5%	?	-22%	i	-24%	?	-45%	?
CC1CCCc2sc3ncn(N)c(=N)c3c21 (configuration not stated)
    -4%	10%	26	-4%	.	?	6%	2%	0%
CCOC1=C2[C@@H](CN(S(=O)(=O)c3ccc(C)cc3)[C@H]2c2cccc3ccccc23)[C@H]2C(=O)N(C)C(=O)[C@H]2C1
    .	11%	-23	0%	?	14%	.	0%	-1%
Cc1ncc([N+](=O)[O-])n1CCOC(=O)NC(Nc1ccc(F)cc1)C(Cl)(Cl)Cl (configuration not stated)
    -10%	-21%	3	0%	i	-6%	8%	-2%	-14%
CCc1ccccc1N/N=C(/C)c1c(O)cc(C)oc1=O
    -1%	-15%	5	-16%	i	-1%	1%	1%	-25%
O=C(Nc1ccccc1)c1ccc(Br)c(S(=O)(=O)Nc2cccnc2)c1
    -3%	-5%	34	-3%	i	-21%	-2%	-1%	5%
CC(C)C(=O)N1CCCC1(C)C(=O)Nc1ccc(-n2cncn2)cc1 (configuration not stated)
    .	8%	0	15%	i	5%	.	20%	25%
CCOC(=O)CNC(=O)Cn1cnc2c(nnn2-c2cccc(Cl)c2)c1=O
    0%	2%	15	10%	i	-23%	11%	?	-9%
O=C(Cc1nnc(NC(=O)Nc2ccc(F)cc2)s1)Nc1ccccc1
    -5%	7%	22	-13%	i	-6%	1%	-6%	-15%
CCOC(=O)/C=C/C(=O)Nc1ccc(S(=O)(=O)N2CCCCCC2)cc1
    1%	-34%	-88*	-25%	i	-4%	?	-7%	?
O=C(NC1CC1)C1=C[C@H](c2ccc(C(F)(F)F)cc2)C[C@H](OCc2ccc(CO)cc2)O1
    2%	-17%	-14	6%	i	-3%	?	9%	-6%
CC(C)NC(=O)c1ccc(-c2ccc(F)c(F)c2)c2ccoc12
    .	-9%	-24	11%	i	?	.	0%	-2%
Cc1c(Cl)cccc1-n1c(SCC(=O)N(C)Cc2ccccc2)nnc1-c1ccncc1
    -11%	.	-2	0%	.	0%	8%	3%	-7%
COc1ccc(C)cc1S(=O)(=O)NCC(c1cccnc1)N1CCc2ccccc2C1 (configuration not stated)
    -6%	4%	4	-5%	i	15%	1%	2%	-4%
O=C(CN(Cc1ccc(F)cc1)C(=O)CCC(=O)Nc1ccccn1)NCc1ccco1
    -5%	-10%	-5	9%	?	14%	-3%	24%	4%
COc1cc(/C=C(/C#N)c2ccc(F)cc2)ccc1OCc1ccc(C(=O)O)o1
    1%	1%	-5	?	i	10%	-2%	-10%	?
CC(C)CC(=O)c1c[nH]c(C(=O)NCc2ccccc2)c1
    -4%	7%	4	-6%	i	-1%	-7%	-4%	-2%
Cc1ccc(-n2c(=O)c3cccnc3n2CC(=O)NCc2ccc(Cl)cc2)cc1
    .	7%	.	.	i	16%	.	-5%	.
O=C(CCC(=O)Nc1nnc(C2CCCCC2)s1)NCc1ccccc1
    -15%	.	0	1%	i	-1%	-4%	-10%	-5%
O=C(COC(=O)CNC(=O)c1ccccc1)Nc1cccc(Br)c1
    -3%	-2%	-3	9%	i	0%	0%	24%	-2%
CC(=O)Nc1ccc(NC(=O)C(C)Sc2nc3nc(C)cc(C)n3n2)cc1 (configuration not stated)
    -10%	6%	-3	1%	i	8%	2%	-5%	2%
CCOC(=O)CCCCC(=O)c1[nH]c(=O)[nH]c1CSc1nc(C)cc(=O)[nH]1
    -4%	-2%	?	1%	i	-2%	?	2%	7%
CCCS(=O)(=O)NC(=O)C1(C)CCN(C(=O)CSc2ccccc2)C1 (configuration not stated)
    .	8%	15	13%	i	4%	.	0%	15%
Cc1ccc(Nc2cc(C(=O)NCCCN3CCOCC3)c3ccccc3n2)c(C)c1
    -14%	1%	-5	-1%	i	-3%	-5%	3%	16%
CCOC(=O)c1ccc2c(c1)N(Cc1cccc(C(F)(F)F)c1)C(=O)c1ccccc1S2(=O)=O
    .	11%	.	.	?	?	.	-24%	.
COc1ccc(/C(O)=C2/C(=O)C(=O)N(CCCN(C)C)C2c2cccc(Cl)c2)cc1OC (configuration not stated)
    -7%	-3%	5	17%	i	28%	2%	18%	18%

# Entries of single compounds as entered above.
# Results for CCOC(=O)CCCCC(=O)c1[nH]c(=O)[nH]c1CSc1nc(C)cc(=O)[nH]1 : SW480 rerep = -4%; ATXN2 expr inh = -2%; IL1B secr inh = ?; HT1080NT lethal = 1%; S2 tox = i; KB-V1 MDR tox = -2%; MCF10A rerep = ?; KB-3-1 tox = 2%; HT1080 IDH1KD tx = 7%
# Results for CC(C)NC(=O)c1ccc(-c2ccc(F)c(F)c2)c2ccoc12 : SW480 rerep = .; ATXN2 expr inh = -9%; IL1B secr inh = -24; HT1080NT lethal = 11%; S2 tox = i; KB-V1 MDR tox = ?; MCF10A rerep = .; KB-3-1 tox = 0%; HT1080 IDH1KD tx = -2%

# Next section:
# Short keys – A = SW480 rerep; B = ATXN2 expr inh; C = IL1B secr inh; D = HT1080NT lethal; E = S2 tox; F = KB-V1 MDR tox; G = MCF10A rerep; H = KB-3-1 tox; I = HT1080 IDH1KD tx
O=S(=O)(/C=C/c1ccccc1)c1ccccc1
  A: -4%	B: -3%	C: -12	D: 13%	E: i	F: ?	G: 13%	H: -5%	I: 6%
Cc1cc(C)c2nc(N(CCCN(C)C)C(=O)c3ccc4c(c3)CCCC4)sc2c1
  A: ?	B: ?	C: -78*	D: -15%	E: ?	F: ?	G: ?	H: ?	I: ?
O=C(Nc1ccncc1)c1cc(S(=O)(=O)N2CCOCC2)ccc1Cl
  A: -21%	B: -5%	C: 20	D: 1%	E: i	F: 18%	G: -3%	H: 2%	I: 7%
CC(=O)Nc1ccc(SCC(=O)NC(=O)c2ccc(S(=O)(=O)N(C)C)cc2)cc1
  A: -1%	B: 1%	C: -17	D: 10%	E: i	F: 9%	G: 0%	H: 2%	I: 12%
CCOC(=O)/C(=N\Nc1ccccc1)S(=O)(=O)c1ccccc1
  A: 2%	B: 13%	C: -10	D: -4%	E: i	F: -25%	G: 20%	H: 0%	I: -2%
Cc1cc(C)nc(Sc2ncnc3sc4c(c23)CCC4)n1
  A: 13µM*	B: 1%	C: -13	D: -5%	E: i	F: ?	G: -182%[0.0737 µM]	H: ?	I: -10%
COc1ccc(CCNC(=O)c2cc(-c3ccccn3)nc3c(Cl)cccc23)cc1OC
  A: -6%	B: .	C: 4	D: 5%	E: i	F: -23%	G: ?	H: ?	I: 13%
Cc1nn(CC(=O)N2CCCc3ccccc32)c(C)c1[N+](=O)[O-]
  A: 3%	B: 6%	C: 21	D: 1%	E: i	F: -2%	G: 4%	H: -1%	I: -1%
Cc1ccc(CN2C(=O)N(c3ccccc3)C(=O)C2CC(=O)Nc2ccccc2)cc1 (configuration not stated)
  A: .	B: 12%	C: .	D: .	E: i	F: -6%	G: .	H: -12%	I: .
CC(C)(C)NC(=O)NC(=O)COC(=O)c1ccc(OC(F)F)cc1
  A: 2%	B: -2%	C: 6	D: 0%	E: i	F: 6%	G: 2%	H: 23%	I: 1%
Cc1ccc(C)c(S(=O)(=O)N2CCN(C(=O)Cc3ccc(S(=O)(=O)N4CCOCC4)s3)CC2)c1
  A: 0%	B: -9%	C: 9	D: -9%	E: i	F: ?	G: 2%	H: -7%	I: -4%
COc1ccc(-c2nc(CS(=O)(=O)CC(=O)Nc3ccc(Cl)cc3)c(C)o2)cc1
  A: ?	B: -16%	C: -4	D: ?	E: ?	F: -2%	G: ?	H: 2%	I: ?
O=C(NO)c1ccc(OC(F)F)cc1
  A: 11%	B: -17%	C: -12	D: -8%	E: i	F: 0%	G: 29%	H: -17%	I: -19%
O=C(Nc1ccc2c(c1)OCO2)c1cc(-c2cccc(O)c2)on1
  A: 13%	B: 16%	C: -6	D: 23µM*	E: i	F: 3%	G: ?	H: -6%	I: 12µM*

# Looked up one by one from the list above:
# Short keys – A = SW480 rerep; B = ATXN2 expr inh; C = IL1B secr inh; D = HT1080NT lethal; E = S2 tox; F = KB-V1 MDR tox; G = MCF10A rerep; H = KB-3-1 tox; I = HT1080 IDH1KD tx
CC(C)(C)NC(=O)NC(=O)COC(=O)c1ccc(OC(F)F)cc1
  A: 2%	B: -2%	C: 6	D: 0%	E: i	F: 6%	G: 2%	H: 23%	I: 1%
CCOC(=O)/C(=N\Nc1ccccc1)S(=O)(=O)c1ccccc1
  A: 2%	B: 13%	C: -10	D: -4%	E: i	F: -25%	G: 20%	H: 0%	I: -2%
CC(=O)Nc1ccc(SCC(=O)NC(=O)c2ccc(S(=O)(=O)N(C)C)cc2)cc1
  A: -1%	B: 1%	C: -17	D: 10%	E: i	F: 9%	G: 0%	H: 2%	I: 12%
Cc1ccc(CN2C(=O)N(c3ccccc3)C(=O)C2CC(=O)Nc2ccccc2)cc1 (configuration not stated)
  A: .	B: 12%	C: .	D: .	E: i	F: -6%	G: .	H: -12%	I: .
Cc1cc(C)c2nc(N(CCCN(C)C)C(=O)c3ccc4c(c3)CCCC4)sc2c1
  A: ?	B: ?	C: -78*	D: -15%	E: ?	F: ?	G: ?	H: ?	I: ?
